Source: PubChem BioAssay (several laboratories)
FLuc act counter = firefly luciferase counter-screen for stimulation assays. P08659. activation factor at 10 µM. ATPlite luciferase biochemical, luminescence, 10 min; 0 = ATP-free wells, 1 = DMSO control. 200,000 tested, under 10 active;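 active means luciferase activation factor, scaled between plate controls, of at least 2 with compound at 10 µM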
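System: cell-free luciferase reagent; medium: PBS as buffer for the ATP substrate; doses: test compounds dosed from 2 mM stocks in 100% DMSO; incubation: 10 min, room temperature; measured by: luminescence from luciferase reaction; read-out: luciferase activation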
Diaphorase inh = counter-screen for diaphorase-based assays: diaphorase inhibitors and chemical oxidizers | inhibition, % at 20 µM | diaphorase resazurin-to-resorufin fluorescence, NADH, 16 min; bacterial (C. kluyveri) enzyme, not human | actives 0.69% (n = 190,000) | AID 1217;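 active means primary screen inhibition at 20 µM above a set limit, cut at about 50% in these data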;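 further: plate controls were DMSO with full reaction for no effect and wells lacking NADH for full effect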
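Detection: fluorescence of resorufin formed from resazurin, Ex 544/Em 590 nm; test system: Clostridium kluyveri diaphorase enzyme; amount: 0.14 U/mL diaphorase, enzyme working solution; times: 16-min room-temperature incubation before reading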
Efa HMGR inh = blocks class II HMG-CoA reductase of Enterococcus faecalis; purified E. faecalis HMGR, NADPH absorbance 340 nm kinetic; AID 1066; actives 0.41% (n = 190,000); inhibition, % at 10 µM;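 active means inhibition above a set limit, the median over all tested compounds plus 3 SD, cut at about 9.5% in these data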;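 further: enzyme runs in reverse so mevalonate oxidation gives rising NADPH absorbance; 0% = complete reaction with DMSO and 100% = background rate lacking mevalonate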
PMI act = increases human mannose-6-phosphate isomerase activity; AID 1214; activation factor at 20 µM; P34949; actives 0.005% (n = 190,000); purified human PMI, coupled resazurin fluorescence, 20 min; stronger effect = higher value; 1 = vehicle control, 0 substrate-free wells;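 active means activation factor of 2 or more at 20 µM, relative to plate controls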
Target sequence (P34949 whole entry, looked up): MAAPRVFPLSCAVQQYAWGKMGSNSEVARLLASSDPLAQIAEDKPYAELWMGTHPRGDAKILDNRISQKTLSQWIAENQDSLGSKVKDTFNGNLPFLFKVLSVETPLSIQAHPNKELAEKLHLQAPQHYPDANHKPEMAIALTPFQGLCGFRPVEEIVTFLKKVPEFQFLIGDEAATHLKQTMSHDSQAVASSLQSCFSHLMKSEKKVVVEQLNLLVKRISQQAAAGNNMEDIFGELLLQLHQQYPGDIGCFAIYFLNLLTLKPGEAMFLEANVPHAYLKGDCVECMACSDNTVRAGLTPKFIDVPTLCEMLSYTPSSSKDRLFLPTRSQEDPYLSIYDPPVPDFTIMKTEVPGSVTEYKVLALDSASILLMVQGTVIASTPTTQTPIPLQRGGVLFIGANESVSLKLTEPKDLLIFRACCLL
TNAP inh no acc = blocks human TNAP activity with no phosphate acceptor present. P05186. purified TNAP, CDP-star luminescence, 30 min. inhibition, % at 20 µM. actives 0.26% (n = 200,000). AID 1012;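 active means tissue-nonspecific alkaline phosphatase inhibition above about 50% at 20 µM in the single-dose screen, limit read from the data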;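 further: 0% = DMSO negative control and 100% = EDTA positive control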
Target sequence (P05186 whole entry, looked up): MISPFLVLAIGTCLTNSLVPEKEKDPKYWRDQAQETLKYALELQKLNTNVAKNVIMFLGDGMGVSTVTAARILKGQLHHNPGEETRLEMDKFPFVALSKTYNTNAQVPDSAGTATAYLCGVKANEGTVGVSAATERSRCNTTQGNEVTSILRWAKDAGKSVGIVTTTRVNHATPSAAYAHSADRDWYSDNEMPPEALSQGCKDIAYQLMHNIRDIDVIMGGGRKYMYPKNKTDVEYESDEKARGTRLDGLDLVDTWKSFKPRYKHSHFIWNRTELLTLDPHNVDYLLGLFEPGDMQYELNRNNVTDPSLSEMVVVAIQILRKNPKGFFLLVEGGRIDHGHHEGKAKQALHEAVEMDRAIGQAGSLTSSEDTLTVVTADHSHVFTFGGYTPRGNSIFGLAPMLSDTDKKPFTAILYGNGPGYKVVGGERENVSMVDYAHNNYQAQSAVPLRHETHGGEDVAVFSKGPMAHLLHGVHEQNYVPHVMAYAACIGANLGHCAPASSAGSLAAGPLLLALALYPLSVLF
PMI act satM6P = activators of human phosphomannose isomerase at near-saturating mannose 6-phosphate. coupled PMI enzyme assay, resazurin fluorescence, 20 min; stronger effect = higher value; 1 = untreated enzyme, 0 = substrate-free blank. activation factor at 20 µM. actives 0.34% (n = 190,000). AID 1216;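 active means activation factor of 2 or more at 20 µM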
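Test system: human phosphomannose isomerase with PGI, G6PDH, diaphorase coupling enzymes; Amount: PMI at 15 ng/mL final; Reagent: Mannose-6-phosphate 1.0 mM (near-saturating) plus 0.22 mM NADP+; Timing: 20 min, room temperature; Technique: resorufin fluorescence at Ex 544/Em 590 nm; Dosing: 20 µM single dose.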
TNAP act hiacc = increases human TNAP activity under high phosphate acceptor concentration | P05186 | purified TNAP, CDP-star luminescence, 1 M DEA, 30 min; stronger effect = higher value; 0 = EDTA background, 1 = DMSO-only activity | activation factor at 20 µM | 200,000 tested, under 10 active | AID 1136;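 active means activation factor at least 2 at 20 µM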
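system = human TNAP | amount = enzyme diluted 1/800 final | reagent = 100 µM CDP-star substrate | signal = luminescent substrate turnover signal | dosing = one dose, 20 µM | benchmarks = EDTA negative control, DMSO positive control | measure = activation factor | timing = 30 min reaction, room temperature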
TNAP inh hi DEA = blocks human TNAP under high phosphate acceptor concentration | P05186 | purified TNAP, CDP-star luminescence, 1 M DEA | inhibition, % at 20 µM | actives 0.03% (n = 200,000);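 active means over 50% inhibition of tissue-nonspecific alkaline phosphatase at 20 µM in the single-dose screen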;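 further: plate controls were DMSO wells for no effect and EDTA-quenched wells as full inhibition for full effect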
Diaphorase act = counter-screen for diaphorase-based assays: diaphorase activators and chemical reducers. Diaphorase/resazurin coupled assay, resorufin fluorescence, 16 min; stronger effect = higher value; 1 = vehicle wells, 0 = NADH-free wells. activation factor at 20 µM. actives 0.005% (n = 190,000);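 active means diaphorase activity raised at least twofold by the compound at 20 µM; inactive means activation factor below 2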
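Material: bacterial diaphorase enzyme (C. kluyveri); amount: enzyme 0.07 U/mL final; reagent: NADH substrate 0.114 mM plus resazurin dye 0.1 mM, final; doses: single compound dose of 20 µM, 1% DMSO final; timing: 16 min enzyme reaction, ambient temperature; measured by: fluorescence of resorufin, 544 nm excitation, 590 nm emission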
G6PDH counter = inhibits Leuconostoc G6PDH, flagging false hits in G6PDH-based assays; Purified L. mesenteroides G6PDH, diaphorase/resazurin coupled fluorescence, 45 min; inhibition, % at 5 µM; actives 0.12% (n = 200,000); AID 1020; in the data active means inhibition above about 50%
* = called active by the depositor; x = not tested or not shown.

SMILES	FLuc act counter	Diaphorase inh	Efa HMGR inh	PMI act	TNAP inh no acc	PMI act satM6P	TNAP act hiacc	TNAP inh hi DEA	Diaphorase act	G6PDH counter
O=C(CSc1nc2ncccc2[nH]1)Nc1ccc2c(c1)OCCO2	0.8	2	-1	0.9	36	1.2	1	-2	1	-21
Cc1cc(NC(=O)c2cccs2)ccc1NC(=O)Cc1ccccc1	1	8	-5	1	-7	1	1	0	0.9	4
COCCCNc1nc2ccccc2[nH]c1=O	0.9	7	-3	1.1	-8	0.9	1	-3	0.9	-5
CCNC(=S)NNC(=O)c1csc(CC)c1	1.1	7	1	1	-163	1	1.1	-6	0.9	1
CC(SC(=S)N(C)Cc1cccs1)C(=O)O (stereo unspecified)	1	-4	-3	1.1	-8	1.2	1.1	-8	1	2
CC(C)Oc1cccc(C(=O)NC2=NCCS2)c1	0.8	8	0	0.9	-11	0.9	1.1	-5	0.9	12
CN(C)CCCNc1ncc(C(F)(F)F)cc1Cl	1	1	-1	1	-8	1	1.1	-6	1	-1
CN1C(=O)NC(c2ccccc2)C2=C1CN(CCc1ccccc1)C2=O (stereo unspecified)	1.1	11	1	1.1	5	1	1	-1	0.9	10
CNS(=O)(=O)c1ccc(N2CCCC2)c([N+](=O)[O-])c1	1	10	-2	0.9	4	0.9	1	4	0.9	4
CCOc1ccc(NS(=O)(=O)c2ccc(NS(=O)(=O)c3ccc(SC)cc3)cc2)cc1	1	31	-2	0.8	0	0.9	1	-2	0.7	0
Fc1ccc(CNCc2ccc(Br)cc2)cc1	1	8	1	1.1	-5	1.1	1	-4	0.9	-1
O=C(CCN1C(=O)c2ccccc2C1=O)N1CCN(c2ccccn2)CC1	1	21	-5	0.9	-6	0.9	1	-3	0.8	5
N#C/C(=C\c1ccc(Cl)cc1)c1n[nH]c(Cn2cncn2)n1	1	14	1	0.9	-4	1	1	-1	0.9	2
Cc1ccc(-c2ccc(CO)o2)cc1N	1	18	0	1	-12	1	1	-5	0.8	8
CN(C)CCNC(NC(=O)c1cccs1)C(Cl)(Cl)Cl (stereo unspecified)	1	-4	-9	1	-29	1.1	1	0	1	-4
CCN1C(=O)CS/C1=N\S(=O)(=O)c1ccc(C)cc1	1	17	-5	0.9	-4	0.9	1	-1	0.8	5
COc1ccc(CCNC(=O)CCCn2nc(C)c([N+](=O)[O-])c2C)cc1OC	1	7	0	0.9	8	0.9	1	2	0.9	14
CCCN(CCC)C(=O)c1ccccc1C(=O)N(CCC)CCC	1.1	4	-5	1	-5	1	1	2	1	4
O=[N+]([O-])c1cn(Cc2ccccc2)cn1	1	-9	-2	1	-10	1.1	1	-2	1.1	-3
CCOC(=O)N1CCN(C(=O)COc2cccc3c2CCN(Cc2ccc(F)cc2)C3=O)CC1	1	19	-8	1	-3	1	0.9	5	0.8	0
COc1cc(/C=N/NC(=O)C(N)=O)ccc1OCC(=O)N1C(C)CCCC1C (stereo unspecified)	1.1	6	1	1.1	-10	1.2	1	-5	0.9	2
O=C(NCc1ccncc1)NC1CCCCC1	1	7	-7	0.9	0	0.8	1	0	0.9	15
CCNC(=O)CC1C(=O)N(c2ccc(F)cc2)C(=O)N1CCc1sccc1C (stereo unspecified)	1	11	1	1.1	4	1.1	1	3	0.9	-3
CN(Cc1ccccc1)c1nc(N)c([N+](=O)[O-])c(Nc2cccc(F)c2)n1	1	11	3	0.9	-11	0.9	1	2	0.9	-2
COc1ccc(/C=N/n2c(N)nc3ccccc32)cc1OC	0.4	11	-4	1	-6	0.9	1.1	-8	0.9	-1

New compounds follow:
SMILES	FLuc act counter	Diaphorase inh	Efa HMGR inh	PMI act	TNAP inh no acc	PMI act satM6P	TNAP act hiacc	TNAP inh hi DEA	Diaphorase act	G6PDH counter
CCSc1nnc(NC(=O)COc2ccccc2)s1	1	6	-7	1.1	-12	1.1	1	-4	0.9	1
COc1ccc(C(=O)Nc2ccc3nc4n(c(=O)c3c2)CCCC4)cc1[N+](=O)[O-]	1	-1	1	1	-24	1.2	1	0	1	-11
FC(F)(F)c1cc(-c2ccco2)nc(NCc2ccccc2)n1	1.1	6	-3	0.9	5	1	1	-3	0.9	9
COc1ccccc1CNC(=O)c1cnc2sccn2c1=O	1	-2	x	1	-4	1	1	2	1	-3
O=C(O)c1ccccc1S(=O)(=O)NCC(O)COc1ccc(Br)cc1 (stereo unspecified)	1	14	2	0.9	-9	1	1.1	-5	0.9	1
FCCCOc1ccc(-c2nccc(-c3ccc(Br)cc3)n2)cc1	1	8	-1	0.9	-4	0.9	1	1	0.9	-38
Cc1nc2ccccc2cc1C(=O)NCc1ccc(F)cc1	1	6	0	1.1	-14	1	1.1	-5	0.9	-2
Cc1cc(C)cc(-n2nnnc2SCC(=O)Nc2cccc(NC(=O)c3ccco3)c2)c1	1	13	-11	1	-13	1	1.1	-5	0.9	3
Cn1cnc(C(F)(F)F)c1-c1ccc([N+](=O)[O-])cc1	1.1	7	0	0.9	-6	1.1	1	-4	0.9	7
COc1cc(NC(=O)COC(=O)c2nc3nc(C)cc(C)n3n2)cc(OC)c1	1.1	2	-5	1.1	9	1.1	1	-3	1	11
COc1cccc(-c2nnc(SCc3cccnc3)o2)c1	0.8	7	0	0.9	-11	1	1.1	-7	0.9	17
COC(=O)Cc1ccc(N(Cc2ccccc2F)S(=O)(=O)c2ccc(Br)cc2)cc1	1	3	-7	0.9	-5	0.9	1	0	1	1
O=c1c2ccccc2nc(SCc2ccc([N+](=O)[O-])cc2)n1-c1ccccc1	1	11	-1	0.8	-7	0.9	1	-2	0.9	2
O=C(CSCc1cccc(Br)c1)N/N=C/c1ccc2c(c1)OCO2	1	4	x	0.9	-5	1.1	1	-1	1	5
CN(CCc1cnn(C)c1)Cc1cn(C)nc1-c1ccc2c(c1)OCCO2	1.1	x	-2	x	-8	x	1	-2	x	8
CC1(C)Cc2cccc(OCC(=O)Nc3cccnc3Cl)c2O1	1.1	4	0	1.1	-8	1	1	-2	1	2
CCc1cccc(C)c1NC(=O)COC(=O)Cc1ccsc1	1	1	1	1	-10	1	1	-5	1	2
O=C(CSc1nnnn1C1CCCCC1)NCc1cccc(C(=O)O)c1	1	12	1	0.9	-7	1	1	-2	0.9	28
COC(=O)C1=C(C)NC(=O)CC1c1cccc(Cl)c1Cl (stereo unspecified)	1.1	21	3	0.8	-2	0.8	1	1	0.8	-6
Cc1ccc(NC(=O)c2noc3c2CCc2ccccc2-3)cc1	1	18	-1	1	-19	1	1.1	-7	0.8	-4
CCOC(=O)c1cnc(SC)nc1Oc1cccc(NC(=O)c2ccc(Cl)cc2)c1	1.1	24	-3	0.9	-19	0.9	1.1	-8	0.8	8
COc1ccc(NC(C)=O)cc1NC(C)C(=O)Nc1cccc2ccccc12 (stereo unspecified)	1	16	-6	0.9	-2	0.9	1	0	0.8	11
CCCCNC(=O)CSc1nc2cc(OC)c(OC)cc2c(=O)n1Cc1ccc(OC)cc1	1	19	2	0.9	-20	1	1.1	-6	0.8	-1
O=C(CC1CCOCC1)Nc1ccc(Cl)c(Cl)c1	1	22	-2	1.3	-9	1.2	1.1	-6	0.8	11
N#C/C(=C(/O)CN1CCCCC1)c1nc(-c2ccc(Cl)cc2)cs1	1	8	4	0.9	-2	0.9	1	3	0.9	4

(list continues)
SMILES	FLuc act counter	Diaphorase inh	Efa HMGR inh	PMI act	TNAP inh no acc	PMI act satM6P	TNAP act hiacc	TNAP inh hi DEA	Diaphorase act	G6PDH counter
Cc1ccc(NC(=O)c2cccc(Cl)c2)nc1	0.9	14	-9	0.9	-2	0.9	1	0	0.9	10
CCCCCCNS(=O)(=O)c1nc2nc(C)cc(C)n2n1	1	9	-3	1	-11	1	1	-1	0.9	-15
COc1ccc(/C=N/NC(=O)CCc2n[nH]c(=O)[nH]c2=O)cc1O	1.1	10	-1	1	4	1	1	-4	0.9	-8
CC(C)NC(=O)c1ccc(COCC(F)(F)F)cc1	1	-4	-7	1	-8	1.1	1	-3	1	3
C=CCOc1cccc(/C=C2\C(=O)N(Cc3ccc(C)cc3)C(C)=C2C(=O)OC)c1	1.1	0	3	0.8	-3	0.9	1	0	1	-9
CCCCOC(=O)Nc1sc2c(c1C(=O)OC)CCC2	1.1	22	0	0.9	-10	0.9	1.1	-6	0.8	-4
CCOC(=O)CNC(=O)CCNS(=O)(=O)c1ccc2c(c1)c(=O)n(C)c(=O)n2C	1.1	5	1	1	-18	1	1	-4	1	0
CC(C)(C)OC(=O)N1CCC(c2cc(-c3cccs3)n[nH]2)CC1	1.1	20	-4	0.9	40	0.9	1.1	-6	0.8	6
CC(C)c1cc(CN2CCN(CCC#N)CC2)cc(C(C)C)c1O	1.1	18	-3	0.9	-12	0.9	1	-5	0.8	6
COc1ccc(N2CCN(C(=O)CN(c3cccc(Br)c3)S(C)(=O)=O)CC2)cc1	1	11	-5	0.9	-5	0.9	1	3	0.9	-1
COc1ccc(C(c2c(C)[nH]n(C(N)=S)c2=O)C(C#N)C#N)cc1 (stereo unspecified)	1.1	17	-6	1.4	-37	1.7	1	5	0.8	4
COc1ccc(NC(=O)/C=N/O)cc1	1	12	-1	1	-16	0.9	1	-3	0.9	-2
C1=C(C(c2nnnn2C2CCCCC2)N2CCCCC2)COc2ccccc21 (stereo unspecified)	1	10	-2	1	-5	0.9	1	-4	0.9	4

Taken from above:
Under PMI act satM6P, Cc1nc2ccccc2cc1C(=O)NCc1ccc(F)cc1 is listed with 1
Under PMI act satM6P, COc1ccc(C(c2c(C)[nH]n(C(N)=S)c2=O)C(C#N)C#N)cc1 (stereo unspecified) is listed with 1.7
Under Diaphorase act, O=C(CSc1nc2ncccc2[nH]1)Nc1ccc2c(c1)OCCO2 is listed with 1

Reformatted field by field: 2 of the compounds above.
> COc1ccc(/C=N/NC(=O)CCc2n[nH]c(=O)[nH]c2=O)cc1O
  FLuc act counter = 1.1
  Diaphorase inh = 10
  Efa HMGR inh = -1
  PMI act = 1
  TNAP inh no acc = 4
  PMI act satM6P = 1
  TNAP act hiacc = 1
  TNAP inh hi DEA = -4
  Diaphorase act = 0.9
  G6PDH counter = -8
> CC(C)NC(=O)c1ccc(COCC(F)(F)F)cc1
  FLuc act counter = 1
  Diaphorase inh = -4
  Efa HMGR inh = -7
  PMI act = 1
  TNAP inh no acc = -8
  PMI act satM6P = 1.1
  TNAP act hiacc = 1
  TNAP inh hi DEA = -3
  Diaphorase act = 1
  G6PDH counter = 3
